MT1-MMP act inh: MT1-MMP (human) activation inhibition. P50281. HT1080 RFP-PRO-GFP cells, GFP/RFP ratio fluorescence, overnight; percent of plate control window, DMSO zero. GFP/RFP ratio change, % at 20 µM. 0.061% of 360,000 active;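 active = GFP/RFP ratio change of at least 30% with cell ATP level not reduced by more than half and red fluorescence within 50% of control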; also: strong numbers were not always called active
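Material – HT1080 RFP-PRO-GFP cells · Control set – DMSO wells and RFP-L50D-GFP cells · Incubation – overnight cell settling, then overnight compound exposure, 37 °C, 5% CO2 · Compound dosing – single-point 20 µM compound, 1% DMSO · Read-out – GFP/RFP fluorescence ratio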
Scp1 inh: blocks human Scp-1 phosphatase activity | Recombinant Scp1, phosphopeptide, malachite green phosphate absorbance | inhibition, % at 20 µM | 0.88% of 340,000 active | AID 493091;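 active = inhibition above about 50% at 20 µM, limit read from the data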;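 also: plate controls were DMSO wells with enzyme for no effect and wells lacking enzyme for full effect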
Target sequence (Q9GZU7 76-261 limits assumed): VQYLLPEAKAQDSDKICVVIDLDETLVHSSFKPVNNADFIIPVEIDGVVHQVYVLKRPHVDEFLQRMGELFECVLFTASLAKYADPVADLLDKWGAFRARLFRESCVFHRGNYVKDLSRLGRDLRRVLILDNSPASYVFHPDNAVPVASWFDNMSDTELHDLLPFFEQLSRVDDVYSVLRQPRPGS
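Test system: SCP-1 phosphatase catalytic domain, residues 76-261 | Compound dosing: One concentration, 20 µM, with 1.0% DMSO | Schedule: 45 min room-temperature reaction, 5 min colour, 30 min stabiliser | Detection: Absorbance at 630 nm | Read-out basis: % inhibition of SCP-1 phosphate liberation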
SKN-1 block: blocks SKN-1 activity in C. elegans. C. elegans VP596 Pgst-4::GFP/RFP ratio, acrylamide-induced, 24 h. 0.49% of 360,000 active. inhibition, % at 21.8 µM. AID 624304;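 active = interference check ratio from 0.5 to 1.5 plus GFP to RFP signal ratio inhibition reaching or exceeding a fixed threshold, cut at about 30% in these data, passing the limit was not always enough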; also: some compounds called inactive have numbers as strong as hits
DNMT1 block: blocks human DNA methyltransferase DNMT1. P26358. DNMT1 molecular beacon, Hinp1I cleavage, fluorescence. inhibition (reported as % activation of signal), % at 10 µM. 0.83% of 360,000 active; in the data active = inhibition above about 50%
NadD block: blocks S. aureus nicotinate mononucleotide adenylyltransferase | purified NadD enzyme, colorimetric absorbance read-out | inhibition, % at 20 µM | 0.78% of 360,000 active; in the data active = inhibition above about 26%; also: some compounds past the cut are filed as inactive
CendR NRP1 mod: modulators of CendR peptide binding to human neuropilin-1; O14786; FAM-RPARPAR peptide binding to NRP-1, fluorescence polarization; inhibition, % at 25 µM; 0.85% of 360,000 active; AID 602438;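 active = inhibition or corrected inhibition above about 18%, plus a signal ratio from 0.5 to 1.5, limit read from the data, passing the limit was not always enough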; also: strong numbers were not always called active
STEP inh: blocks human striatal-enriched tyrosine phosphatase. P54829. recombinant STEP, OMFP fluorogenic substrate, fluorescence. inhibition, % at 20 µM. 0.25% of 360,000 active;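 active = inhibition at 20 µM, scaled per plate between control wells, above about 37%, limit read from the data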;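 also: 0% = DMSO with enzyme and substrate and 100% = substrate only without enzyme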
Target sequence (P54829 whole entry, looked up): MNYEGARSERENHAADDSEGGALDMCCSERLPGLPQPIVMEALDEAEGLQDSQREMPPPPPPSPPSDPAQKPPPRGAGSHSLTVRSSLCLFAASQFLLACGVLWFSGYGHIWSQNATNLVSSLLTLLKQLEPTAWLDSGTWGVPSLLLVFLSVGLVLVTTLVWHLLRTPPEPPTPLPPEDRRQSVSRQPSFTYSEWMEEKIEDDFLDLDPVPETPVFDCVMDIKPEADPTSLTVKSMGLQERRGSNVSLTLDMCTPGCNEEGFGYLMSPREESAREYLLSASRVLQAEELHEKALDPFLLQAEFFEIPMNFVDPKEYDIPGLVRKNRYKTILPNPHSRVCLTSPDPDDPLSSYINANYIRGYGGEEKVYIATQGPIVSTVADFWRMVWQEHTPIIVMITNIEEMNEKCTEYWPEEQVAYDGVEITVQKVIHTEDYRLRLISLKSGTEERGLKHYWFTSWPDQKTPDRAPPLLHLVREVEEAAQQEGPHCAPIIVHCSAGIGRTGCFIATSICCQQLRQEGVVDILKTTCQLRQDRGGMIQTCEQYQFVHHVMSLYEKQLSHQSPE
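System: STEP (striatal-enriched tyrosine phosphatase) enzyme, cell-free; medium: Bis-Tris pH 6.0 buffer with DTT, detergent; dosing: 20 µM, 1% DMSO; times: reaction 20 min, ambient temperature; detection: fluorescence, 480/540 nm; read-out basis: normalized % inhibition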
Rpn11 block: inhibitors of human proteasome Rpn11 | calls only at 20 µM | human 26S proteasome, Ub4-pepOG fluorescence polarization; 20S core pre-blocked with epoxomicin | O00487 | AID 588493 | 0.59% of 360,000 active;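 active = inhibition at 20 µM, scaled to each plate's controls, above about 33%, limit read from the data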
SUMO1-SIM PPI: SUMO1-SIM interaction modulation. P63165. SUMO1 binding to a labelled peptide, TR-FRET, 1 h. inhibition, % at 20 µM. 0.33% of 360,000 active; in the data active = inhibition above about 37%
Target sequence (P63165 whole entry, looked up): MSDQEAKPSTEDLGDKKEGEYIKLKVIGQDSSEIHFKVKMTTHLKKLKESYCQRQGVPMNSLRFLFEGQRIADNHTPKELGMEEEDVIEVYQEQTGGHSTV
LMPTP inh: LMPTP (human) inhibition; P24666; recombinant LMPTP-A, OMFP fluorogenic substrate, fluorescence intensity; inhibition, % at 20 µM; 0.22% of 360,000 active; AID 651560;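 active = compounds that cut the enzyme signal by at least half of the control window in the single-dose screen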;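 also: plate controls were DMSO wells with enzyme plus substrate for no effect and substrate without enzyme for full effect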
Target sequence (P24666 whole entry, looked up): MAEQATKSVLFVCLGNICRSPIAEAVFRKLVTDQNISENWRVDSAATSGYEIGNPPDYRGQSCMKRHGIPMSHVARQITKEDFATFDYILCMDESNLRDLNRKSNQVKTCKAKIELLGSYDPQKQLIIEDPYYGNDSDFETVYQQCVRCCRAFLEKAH
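Test system: LMPTP-A, protein tyrosine phosphatase of low molecular weight; Input: 0.625 nM enzyme; Incubation: 50 min dark incubation at room temperature; Signal: endpoint fluorescence intensity from OMFP dephosphorylation; Read-out basis: % inhibition versus control wells.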
An asterisk follows results filed as active; i = inactive; . = not tested or not shown.

SMILES	MT1-MMP act inh	Scp1 inh	SKN-1 block	DNMT1 block	NadD block	CendR NRP1 mod	STEP inh	Rpn11 block	SUMO1-SIM PPI	LMPTP inh
O=S(=O)(c1ccc(Cl)cc1)N1CCC2(CC1)CO2	2	-5	-1	1	1	7	-1	i	5	0.0
CC1CCCN(C(=O)c2cc(F)c(F)cc2Cl)C1 (stereo not given)	-11	-2	11	0	8	-15	0	i	-4	0.6
NC(=O)c1ccc(NCc2ccco2)c([N+](=O)[O-])c1	0	-8	-12	1	1	7	0	i	-30	0.2
O=C(O)c1ccccc1P(=O)(c1ccccc1)c1ccccc1	1	-5	7	0	4	1	3	i	0	-1.3
O=c1oc2c(CN3CCOCC3)c(O)ccc2c2ccccc12	-3	-2	0	3	-6	16	0	i	-1	-0.9
CCOC(=O)C1CCN(Cc2ccc(N(C)C)cc2)CC1	4	-7	32	2	4	-2	18	.	4	0.0
O=C(NCCCn1ccnc1)/C(=C/c1ccc(F)cc1)NC(=O)c1ccccc1	-1	1	-8	1	-5	-14	1	i	-3	-5.8
Cc1ccc(OC(=O)c2ccc(C)c(C)c2)cn1	-1	-8	15	0	3	1	1	i	-5	0.3
CN(C)S(=O)(=O)c1ccc(C(=O)Nc2ccc3c(c2)CCC3)cc1	0	-11	8	4	-8	2	-3	i	-1	1.4
O=C(O)CCCCCNc1nc2ncn(Cc3ccccc3)c2c(=O)[nH]1	-6	-5	7	0	4	-14	-1	i	1	-0.9
C/C(CCc1ccc2c(c1)OCO2)=N\N=C1\NC(=O)CC(C(=O)Nc2ccccc2F)S1 (stereo not given)	-3	-3	-4	2	0	8	-4	i	2	0.8
O=C1[C@H](Oc2ccccc2)[C@@H](c2ccncc2)N1c1ccncc1	1	1	7	5	-3	1	1	i	-8	-5.0
CCc1ccccc1Nc1nc2ccccc2[nH]1	-2	-11	-21	-3	-5	-2	1	i	0	1.0
Oc1ccccc1/C=N/Nc1ccnc(SCc2ccccc2)n1	-1	-5	5	32	9	-3	1	i	-5	3.9
FC(F)(F)c1nnc2c(Sc3ccccn3)nc3ccccc3n12	-23	-8	2	9	4	-27	1	i	-15	-0.7
CCN(CCNC(=O)C1CCCN(S(=O)(=O)c2cnc[nH]2)C1)c1ccccc1 (stereo not given)	2	-12	15	-5	-2	-7	-3	i	4	-2.0
S=C(NCCCN1CCOCC1)NC1CCCC1	1	-7	-4	1	3	6	0	i	2	-6.3
OC(COc1ccc(Cl)cc1)CN1CCC(Cc2ccccc2)CC1 (stereo not given)	3	3	9	1	1	-1	-3	i	0	-1.7
O=C(O)c1c2c(nc3ccc(S(=O)(=O)N4CCC(C(=O)NC5CCCC5)CC4)cc13)CCCCC2	0	-3	0	-1	0	6	-2	i	6	-0.7
Cc1ccc(-n2cc(CNCCc3ncc(C)[nH]3)c(-c3ccc(F)cc3)n2)cc1	5	0	7	-9	-1	3	3	i	-1	-1.9
COc1ccccc1OC(C)C(=O)Nc1ccccc1C(=O)NCC1CCCO1 (stereo not given)	-1	-1	-5	1	-1	-1	2	i	-2	-0.2
CCOC(=O)Nc1cc(NC(=O)OCC)ncn1	-3	1	-2	1	1	-8	3	i	-4	-5.1
COc1ccc(CN(C)CC(=O)N(C)CC(=O)Nc2ccccc2Br)cc1F	0	-5	-13	-1	-4	14	1	i	3	-0.8
O=C(NCc1ccco1)C1(c2ccc(Br)cc2)CCCC1	5	-3	2	2	-9	1	-1	i	-2	0.4
CCOc1ccc(-n2c(C)cc(/C=C3/C(=N)N4C(=NC3=O)SN=C4S(C)(=O)=O)c2C)cc1	-1	-1	1	-1	33*	-60	3	i	-5	2.4
CCOC1=C2CN(S(=O)(=O)c3ccc(C)cc3)C(c3ccccc3)CC2N(S(=O)(=O)c2ccc(C)cc2)C(c2ccc(Br)cc2)C1 (stereo not given)	-1	.	10	.	.	-10	.	.	-6	1.1
Cc1ccc(S(=O)(=O)Nc2ccnc3ccccc23)cc1	5	3	-17	0	-2	1	4	i	0	-0.4
Cc1ccc(S(=O)(=O)NCCSc2ncccn2)cc1	-1	-5	5	18	-7	3	1	i	-1	-0.6
Cc1cc(OC(=O)c2ccc(Cl)cc2Cl)c([N+](=O)[O-])c(=O)[nH]1	2	-2	-11	2	-2	15	-1	i	5	-0.7
C/C(=N\NC(=O)c1c(Cl)cnn1C)c1cccc(NC(=O)c2ccc(C)cc2)c1	4	-8	13	-3	6	0	-1	i	1	0.5

Reprinted from the results shown, three compounds:
SMILES	MT1-MMP act inh	Scp1 inh	SKN-1 block	DNMT1 block	NadD block	CendR NRP1 mod	STEP inh	Rpn11 block	SUMO1-SIM PPI	LMPTP inh
Cc1ccc(S(=O)(=O)NCCSc2ncccn2)cc1	-1	-5	5	18	-7	3	1	i	-1	-0.6
Cc1cc(OC(=O)c2ccc(Cl)cc2Cl)c([N+](=O)[O-])c(=O)[nH]1	2	-2	-11	2	-2	15	-1	i	5	-0.7
C/C(=N\NC(=O)c1c(Cl)cnn1C)c1cccc(NC(=O)c2ccc(C)cc2)c1	4	-8	13	-3	6	0	-1	i	1	0.5

Further records follow:
SMILES	MT1-MMP act inh	Scp1 inh	SKN-1 block	DNMT1 block	NadD block	CendR NRP1 mod	STEP inh	Rpn11 block	SUMO1-SIM PPI	LMPTP inh
CC(NS(=O)(=O)c1ccc2c(c1)C(C)(C)C(=O)N2C)c1ccccc1 (stereo not given)	2	2	5	0	-3	-5	-1	i	1	-1.3
Cc1ccc(C2=NS(=O)(=O)N(C)C(C(=O)Nc3cc(C)n(CC(=O)N4CCCCC4)n3)=C2)cc1	-5	-3	10	1	3	0	0	i	-36	-2.3
O=C(CCNC(=O)c1ccc([N+](=O)[O-])cc1)Nc1ccc(Cl)c(S(=O)(=O)N2CCOCC2)c1	5	0	-2	3	10	8	1	i	-33	-1.2
CSc1nc(NS(=O)(=O)c2cc(Br)ccc2Br)cc(=O)[nH]1	3	12	9	4	2	7	13	i	2	5.8
COc1ccc(Cl)cc1S(=O)(=O)N1CCN=C1Cc1ccccc1	2	-2	3	-2	-7	14	0	i	1	0.9
CCCCCC1CC(CC(=O)Nc2nncs2)C(=O)O1 (stereo not given)	0	-8	2	6	-2	8	-3	i	1	-2.4
Cc1ccc(C2=NNC(=O)C(c3c[nH]c4ccccc34)C2)cc1 (stereo not given)	3	-11	0	-4	-7	9	2	i	55*	0.8
CCN(C(=O)COC(=O)C1=COCCO1)c1ccccc1	-2	-5	23	1	3	13	-2	i	-1	-1.1
COC(=O)c1ccc(NC(=O)COc2coc(CN3CCc4ccccc43)cc2=O)cc1	0	7	9	10	6	-6	4	i	2	0.0
CN(CC(=O)Nc1cccc(F)c1)C(=O)c1ccc(N2CCCCC2)c([N+](=O)[O-])c1	8	-4	10	-1	-2	10	0	i	-22	1.3
O=C(Cn1ncc2c3ccccc3n(Cc3ccccc3F)c2c1=O)NCC1CCCO1 (stereo not given)	-1	-3	5	1	4	5	-3	i	-4	-1.6
O=C(O)C(Cc1c[nH]c2ccccc12)N1CCS(=O)(=O)CC1 (stereo not given)	1	-1	12	-2	1	3	-2	i	1	-0.1
CC1CCCC(NC(=O)COC(=O)c2sc3ccccc3c2Cl)C1C (stereo not given)	-2	3	4	33	8	4	-2	i	-6	-1.4
Nc1nnc(SCC(=O)NC2CCCCC2)n1-c1ccccc1	7	-4	-11	-2	1	0	-3	i	4	-2.0
S=c1[nH]nc(C2CCCCC2)n1/N=C/c1ccc(Br)s1	-3	-5	1	-5	8	-6	0	i	-3	0.3
CCCn1c(SCC(=O)Nc2cccc(S(=O)(=O)N3CCCC3)c2)n[nH]c1=O	-5	-3	-6	-6	-6	3	1	i	-2	-1.8
Cc1ccc(-c2nc(COC(=O)c3c(C)noc3C)cs2)cc1	-1	0	10	4	-2	5	-4	i	4	1.9
Cc1ccc(NC(=O)COc2ccccc2)cc1Cl	-3	-3	19	1	-1	-3	0	i	2	0.2
CCOC(=O)c1cccc(-c2c(-c3ccccc3)ncc3cc(OC)c(OC)cc23)c1	-8	1	-13	-9	-4	6	-1	i	-1	2.8
COC(=O)c1ccc(CSc2ccc3nnc(-c4ccccc4)n3n2)o1	-5	-6	2	3	9	5	-2	i	-23	0.9
O=C(CNC(=O)c1cccc(Cl)c1)NCC(c1cccs1)N1CCOCC1 (stereo not given)	0	1	-5	1	-3	17	-2	i	2	-0.1
CCc1nn2c(=O)cc(COC(=O)c3ccc(SC)cc3OC)nc2s1	0	3	0	3	1	-8	0	i	6	1.3
CN(C)CCNC(=O)c1ccc2c(c1)NC(=O)c1ccccc1S2	3	-4	11	0	-4	14	1	i	4	-0.5
Cc1cccc(OCC(=O)Nc2cc(S(=O)(=O)N3CCCCC3)ccc2N2CCN(C)CC2)c1	-4	-3	-9	-2	-11	-31	-1	i	-1	-0.8
COC(=O)c1sc2ccccc2c1-n1cccc1C(=O)C(=O)Nc1ccc(C)cc1	-1	-10	15	-8	-1	-13	4	i	-2	3.8
COc1ccc(N(CC(=O)Nc2ccc3c(c2)OCO3)S(=O)(=O)c2ccccc2)cc1OC	0	-14	-8	-6	-3	-14	-1	i	-2	1.5
COc1cccc(N(CC(=O)NC2CCCCC2)C(=O)CCC(=O)Nc2nccs2)c1	0	-5	10	-10	-4	0	-2	i	-5	-0.6
Cc1ccc(/C=C/C(=O)Nc2sc(C)c(C)c2C(=O)OC(C)C)o1	-8	2	6	4	3	2	0	i	-1	3.7
COc1ccc(NS(=O)(=O)c2cccc(C(=O)NCC(c3ccco3)N3CCCCC3)c2)cc1 (stereo not given)	-2	-3	-4	1	-4	-6	2	i	-1	-0.3
COc1ccc(C(=O)N(Cc2nc(-c3ccc(C)cc3)no2)C(C)C)cc1OC	-1	9	-18	2	-2	-10	0	i	-1	-0.6

SMILES	MT1-MMP act inh	Scp1 inh	SKN-1 block	DNMT1 block	NadD block	CendR NRP1 mod	STEP inh	Rpn11 block	SUMO1-SIM PPI	LMPTP inh
O=C(Nc1ccc(N2CCOCC2)cc1)c1cccc(S(=O)(=O)N2CCCCCC2)c1	2	-1	-3	-2	-1	-6	-1	i	-2	0.2
O=S(=O)(Nc1ccc(N=Nc2ccccc2)cc1)c1ccccc1	10	-14	7	-6	-8	0	-2	i	-16	3.0
CC1(C)Cc2c(c(N3CCOCC3)nc3sc(C(=O)Nc4ccccc4)c(N)c23)CO1	-6	-2	13	-7	-9	9	-2	i	-11	-1.9
O=C1CC(C(=O)Nc2ccc(Cl)cc2)n2ncnc2N1 (stereo not given)	-1	-4	9	1	-6	0	-3	i	0	-1.3
O=C(c1ccc(OC2CCN(Cc3ccccn3)CC2)cc1)N1CCCCCC1	3	-10	-3	1	5	10	-4	i	-7	-2.1
